NPC1 prom act – qHTS Assay for NPC1 Promoter Activators; actives 2.4% (n = 320,000); Potency, µM (doses to about 9.22 µM), without a hit: top-dose activation, actives largely listed as activators; Huh7 NPC1 promoter luciferase reporter, 24 h;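 note: potency is the fitted concentration of half-maximal effect; % of control where 0% means no effect; nearly all actives have a fitted effect of over 60% in size; reporter is driven by a mutant NPC1 promoter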
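Luminescence read-out of NPC1 promoter-driven luciferase in stably transfected Huh7 cells; compounds delivered in DMSO and left 24 h at 37C, 5% CO2, qHTS titration format.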
PKM2 activator – qHTS Assay for Activators of Human Muscle isoform 2 Pyruvate Kinase; Pyruvate kinase PKM (Homo sapiens), P14618; purified PKM2, Kinase-Glo ATP luminescence, activation; response scale: 0% is enzyme alone, no compound; Potency, µM (doses to about 57.5 µM), for the others: at the highest dose activation, hits mostly activators; actives 0.34% (n = 260,000); note: potency is the fitted concentration of half-maximal effect; % is set by controls: 0 for no effect and ±100 for the full control effect; nearly all actives have a fitted effect of over 55% in size
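hPK-M2, >95% pure; 0.1 mM ADP / 0.5 mM PEP final; imidazole pH7.2 buffer w/ 7 mM MgCl2, 50 mM KCl; 1 h RT; Kinase-Glo lum. Intermediate enzyme activity for dual inhibitor/activator qHTS.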
FLuc modulator – qHTS profiling assay for firefly luciferase inhibitor/activator using purifed enzyme and Km concentrations of substrates (counterscreen for miR-21 project); Luciferin 4-monooxygenase (Photinus pyralis), P08659; purified FLuc, Km substrates, luminescence inhibition; Potency, µM (highest dose often 57.5 µM), for the others: at the top dose activity change, negative = inhibition, actives largely listed as inhibitors; actives 6.9% (n = 360,000); AID 588342, 2011;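 note: potency is the fitted concentration of half-maximal effect; plate controls were vehicle for no effect and reference inhibitor for full effect; nearly all actives have a fitted effect of over 55% in size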
Target sequence (P08659 whole entry, looked up): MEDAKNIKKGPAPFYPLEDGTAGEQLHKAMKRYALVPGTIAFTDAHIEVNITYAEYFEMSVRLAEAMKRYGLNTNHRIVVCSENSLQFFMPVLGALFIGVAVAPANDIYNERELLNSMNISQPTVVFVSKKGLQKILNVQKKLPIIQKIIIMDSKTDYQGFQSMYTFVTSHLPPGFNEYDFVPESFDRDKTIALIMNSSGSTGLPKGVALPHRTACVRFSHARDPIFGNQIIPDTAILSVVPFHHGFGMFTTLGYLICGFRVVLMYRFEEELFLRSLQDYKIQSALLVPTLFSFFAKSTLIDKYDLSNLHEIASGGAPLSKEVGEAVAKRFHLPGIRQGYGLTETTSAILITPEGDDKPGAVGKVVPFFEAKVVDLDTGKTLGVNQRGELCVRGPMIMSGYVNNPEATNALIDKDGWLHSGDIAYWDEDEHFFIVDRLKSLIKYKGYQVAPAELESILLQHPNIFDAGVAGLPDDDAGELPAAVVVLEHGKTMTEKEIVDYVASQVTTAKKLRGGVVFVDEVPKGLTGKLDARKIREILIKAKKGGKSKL
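Biochemical qHTS of compounds, final roughly 60 µM downward over six points, against 10 nM purified firefly luciferase using Km concentrations of substrates (10 uM D-luciferin, 10 uM ATP) in Tris acetate pH 7.5 buffer; luminescence output.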
RORg inh – qHTS for inhibitors of ROR gamma transcriptional activity | Potency, µM (top dose mostly 53.6 µM), for inactives: at the top dose activity change, negative = inhibition, most hits filed as inhibitors | AID 2551, 2010 | Drosophila S2 Gal4-RORgamma UAS-luciferase reporter, 20 h | actives 5.4% (n = 310,000); note: potency is the fitted concentration of half-maximal effect; % is set by controls: 0 for no effect and ±100 for the full control effect; nearly all actives have a fitted effect of over 60% in size
Target sequence (P51450 whole entry, looked up, the tested form may be a part): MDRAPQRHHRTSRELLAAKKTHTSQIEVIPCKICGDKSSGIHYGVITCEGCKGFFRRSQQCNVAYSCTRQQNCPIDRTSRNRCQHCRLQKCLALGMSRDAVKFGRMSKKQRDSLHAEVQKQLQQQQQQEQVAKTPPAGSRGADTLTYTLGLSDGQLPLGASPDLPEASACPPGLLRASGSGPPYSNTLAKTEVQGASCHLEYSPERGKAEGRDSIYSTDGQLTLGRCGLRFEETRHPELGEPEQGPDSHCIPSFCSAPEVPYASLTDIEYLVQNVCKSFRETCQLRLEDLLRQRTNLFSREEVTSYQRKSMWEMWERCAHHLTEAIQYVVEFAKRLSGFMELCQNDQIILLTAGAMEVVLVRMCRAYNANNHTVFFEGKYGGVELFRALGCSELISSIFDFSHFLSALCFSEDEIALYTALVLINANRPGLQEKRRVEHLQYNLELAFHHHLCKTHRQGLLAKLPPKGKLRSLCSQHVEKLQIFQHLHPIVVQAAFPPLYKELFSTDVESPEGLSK
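Read-out: Photinus luciferase luminescence; inhibitors lower reporter signal. Insect Schneider cells with Gal4-ROR gamma fusion under metallothionein promoter, UAS reporter; 700 uM final copper sulfate induction, 20 hr, ambient temperature.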
Rab9 promoter act – qHTS Assay for Rab9 Promoter Activators; AID 485297, 2010; Potency, µM (highest dose often 9.22 µM), for inactives: top-dose activation, negative = inhibition, most hits filed as activators; actives 2.8% (n = 320,000); Huh7 Rab9 promoter-luciferase reporter, luminescence, 24 h; note: potency is the fitted concentration of half-maximal effect; % of control where 0% means no effect; nearly all actives have a fitted effect of over 60% in size
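Steps: seed 1500 Huh7 Rab9-luc cells per well, rest 2 h at 37 °C; add compound in DMSO; incubate 24 h; add luciferase reagent, 10 min ambient; read luminescence.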
VP16 counter – VP16 counterscreen qHTS for inhibitors of ROR gamma transcriptional activity; Drosophila S2 Gal4-VP16 UAS-luciferase, luminescence, 20 h; Potency, µM (series often up to 53.6 µM), without a hit: top-dose activity, negative = inhibition, hits mostly inhibitors; actives 3.5% (n = 310,000);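 note: Gal4-VP16 expression switched on by copper sulfate through the metallothionein promoter; potency is the fitted concentration of half-maximal effect; % is set by controls: 0 for no effect and ±100 for the full control effect; nearly all actives have a fitted effect of over 50% in size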
KCNH2 3.1 inh – qHTS for Inhibitors of KCHN2 3.1: Mutant qHTS. Potassium voltage-gated channel subfamily H member 2, brain isoform KCNH2 3.1 (human). U2OS KCNH2 3.1, thallium flux FluxOr; stronger effect = lower value. activity change, % (tested at about 1.8 µM). actives 0.95% (n = 340,000);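 active = maximum activity change below -70%; inconclusive = maximum activity change from -70% to -50%; inactive = maximum activity change above -50%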;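 note: thallium influx rate constant from kinetic fluorescence after stimulation buffer; % is set by controls: 0 for no effect and ±100 for the full control effect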
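Thallium flux via FluxOr fluorescence (Red40 quencher, 45 min loading) in U2OS cells virally expressing the KCNH2 3.1 isoform (1.77 x 10^8 /mL virus, overnight at 37 C). Rate constants from 2-min kinetic reads post-stimulation, normalised to positive and negative controls.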
MBNL1 CUG block – qHTS Assay for Inhibitors of MBNL1-poly(CUG) RNA binding; Muscleblind-like protein 1 (Homo sapiens), Q9NR56; TR-FRET MBNL1-His/biotin-(CUG)12 binding, 665/545 ratio; Potency, µM (top dose mostly 57.5 µM), inactives show at the top dose activity change, negative = inhibition, usual class: inhibitors; actives 0.036% (n = 280,000); AID 2675, 2010; active = well fitted inhibition curve with a large enough effect in the signal ratio, with a control signal flat, not every such curve was filed as active; inconclusive = small, poorly fitted or top-dose-only effect, or effect the other way, or a change in a side signal; inactive = no such curve, though single readings can be large or run the other way; the % refers to the signal ratio; note: potency is the fitted concentration of half-maximal effect; % is set by controls: 0 for no effect and ±100 for the full control effect
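Inhibition of protein-RNA binding appears as loss of TR-FRET between terbium anti-His antibody on MBNL1-His and streptavidin-XL665 on biotin-(CUG)12. Activity is normalized to buffer-only and uninhibited-complex controls.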
Menin MLL FP TR – qHTS Assay for Inhibitors Targeting the Menin-MLL Interaction in MLL Related Leukemias: Competition With Texas Red Labeled MLL-derived Mutant Peptide; O00255; Menin + Texas Red MLL mutant peptide, fluorescence polarization; Potency, µM (doses to about 61.6 µM), inactives show at the top dose FP activity change, negative = inhibition, most hits filed as inhibitors; actives 0.23% (n = 270,000); active = well fitted inhibition curve with a large enough effect in the polarisation, with a control signal flat, not every such curve was filed as active; inconclusive = small, poorly fitted or top-dose-only effect, or effect the other way, or a change in a side signal; inactive = no such curve, though single readings can be large or run the other way; the % refers to the polarisation; note: potency is the fitted concentration of half-maximal effect; % of control where 0% means no effect; many of its hits are not listed in these tables
Mito fusion act – qHTS Assay for Small Molecule Inhibitors of Mitochondrial Division or Activators of Mitochondrial Fusion; AID 485298, 2010; actives 0.23% (n = 320,000); Potency, µM (doses to about 46.1 µM), for inactives: at the top dose growth rescue (activation), usual class: activators; S. cerevisiae fusion-defective mutant growth rescue, CellTiterGlo 48 h;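 note: potency is the fitted concentration of half-maximal effect; % of control where 0% means no effect; nearly all actives have a fitted effect of over 45% in size; temperature-sensitive fusion mutants such as fzo1-1 at 37 °C on non-fermentable ethanol glycerol medium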
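Yeast fusion mutant, YPEG (non-fermentable carbon), compound, 48 h at 37C non-permissive; CellTiterGlo added, 10 min RT, luminescence read. Rescued growth = division inhibition.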
ELG1 repair inh – qHTS screen for small molecules that inhibit ELG1-dependent DNA repair in human embryonic kidney (HEK293T) cells expressing luciferase-tagged ELG1; HEK293T ELG1-luciferase reporter, luminescence, 16 h; DNA damage induced by 5-fluorouridine; AID 504467, 2011; Potency, µM (doses to about 46.1 µM), inactives show top-dose activity change, negative = inhibition, actives largely listed as inhibitors; actives 2.3% (n = 330,000); note: potency is the fitted concentration of half-maximal effect; % is set by controls: 0 for no effect and ±100 for the full control effect; nearly all actives have a fitted effect of over 55% in size
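Cells (2,000 per well) received 5-fluorouridine plus test compound or DMSO and were incubated 16 hr at 37 °C, 5% CO2. Luciferase activity was read by luminescence 30 min after ONE-Glo addition; signal suppression marked inhibition of damage-induced ELG1 function.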
Active calls of the source: *; ? = inconclusive; · = no result given; & = joins results of further samples; ! = not active in a repeat; [ ] = dose if it differs, or a comment. Unless noted, calls come from the whole dose curve; as a rule, active = well fitted curve in the direction sought with a large enough effect; inconclusive = small, poorly fitted or top-dose-only effect, or another doubt; inactive = no such curve, though single readings can be large; an effect the other way counts as inactive or inconclusive.

SMILES	NPC1 prom act	PKM2 activator	FLuc modulator	RORg inh	Rab9 promoter act	VP16 counter	KCNH2 3.1 inh	MBNL1 CUG block	Menin MLL FP TR	Mito fusion act	ELG1 repair inh
Cc1ccc(C(=O)N/C(=C\c2ccco2)C(=O)N2CCSCC2)cc1C	-2%	-1%	-14%	18%	0%	-9%	·	14%	-15%	-1%	-3%
Cc1ccc(S(=O)(=O)NCCCN(C)C)cc1	4%	-4%	0%	4%	18%	2%	4	7%	-5%	3%	3%
COc1ccc(NC(=O)Cn2ncn3c(cc4ccccc43)c2=O)c(OC)c1OC	-19%	·	0%	6%	-1%	1%	-10	17%	·	1%	-9%
O=C(C1=C[C@H](C2CCCCC2)C[C@H](OCc2ccc(CO)cc2)O1)N1CCN(Cc2ccccc2)CC1	-6%	1%	1%	35%	-3%	-18%	-41	-2%	?	-4%	?
OCCN=Cc1c(O)[nH]c2ccccc12	8%	4%	3%	8%	0%	11%	-3	17%	·	-1%	5%
COc1ccc(CCNC(=O)Cn2c([N+](=O)[O-])cnc2C)cc1OC	-2%	0%	1%	-7%	1%	3%	-11	1%	4%	-4%	0%
Cc1ccc(/C(O)=C2/C(=O)C(=O)N(Cc3ccco3)C2c2cccs2)cc1 (centres undefined)	-4%	-3%	24µM*	6%	-3%	6%	-1	4%	5%	0%	-2%
CN=C(NC1CCCCC1)c1ccc(Cl)cc1	-1%	1%	-1%	0%	1%	-20%	-9	-23%[11.5 µM]	-10%	4%	6%

Continued.
SMILES	NPC1 prom act	PKM2 activator	FLuc modulator	RORg inh	Rab9 promoter act	VP16 counter	KCNH2 3.1 inh	MBNL1 CUG block	Menin MLL FP TR	Mito fusion act	ELG1 repair inh
CCCc1nc(-c2cc3cc(C)ccc3[nH]c2=O)no1	-4%	-8%	-11%	18%	-6%	3%	0	16%	·	6%	-10%
COc1ccc(N(CC(=O)N2CCN(C)CC2)S(=O)(=O)c2cc(C)ccc2OC)cc1Cl	-2%	0%	1%	2%	9%	3%	-8	-6%	-12%	1%	-5%
Cc1ccccc1OC(C)C(=O)NCCCN1CCOCC1 (centres undefined)	4%	1%	3%	2%	-2%	-7%	4	2%	·	-2%	?
Cc1cc(S(=O)(=O)N2CCCCC2)ccc1OCC(=O)N1CCOCC1	-2%	-2%	2%	·	-1%	·	0	-2%	-7%	1%	14%
CN(C)CCCNc1cc(C(C)(C)C)nc2c(-c3ccccc3)cnn12	3.5µM*	15%	8.5µM*	1.4µM*	4µM*	2.5µM*	-10	-8%	·	-17%	?
O=c1c2[nH]c3ccc(F)cc3c2ncn1CC1CCCO1 (centres undefined)	16%	5%	?	16%	17%	9%	-19	·	·	4%	?
O=C(O)CCCC(=O)Nc1ccc2c(c1)oc1ccccc12	1%	2%	15µM*	11µM*	2%	?	-2	-4%	-1%	-1%	2%
Cc1ccc(NC(=O)CSc2nc(=O)n(CCN(C)C)c3c2CCCC3)cc1Cl	-3%	·	1%	·	0%	·	-1	·	·	-7%	-9%

Next part.
SMILES	NPC1 prom act	PKM2 activator	FLuc modulator	RORg inh	Rab9 promoter act	VP16 counter	KCNH2 3.1 inh	MBNL1 CUG block	Menin MLL FP TR	Mito fusion act	ELG1 repair inh
COc1ccc(C(=O)O)cc1S(=O)(=O)NCCc1ccccn1	3%	-14%	-2%	-4%	0%	-13%	-5	-8%	·	-4%	18%
CCOC(=O)C1CCN(S(=O)(=O)c2cc3c4c(c2)C(C)C(=O)N4CCC3)CC1 (centres undefined)	-3%	·	-1%&1%	-24%	0%	9%	-7	-2%	·	-2%	0%
c1ccc(CN2CCN(c3nc4ccccc4n4cnnc34)CC2)cc1	-2%	-21%	-2%	-32%	-11%	-6%	-9	7%	-13%[11.7 µM]	2%	-22%
C=CCNc1nc(Nc2ccc(Cl)cc2)nc(OC)n1	9%	-1%	?	?	15%	6%	0	-1%	17%	15%	?
COc1ccc(CSc2nc(C)cc(C)c2C#N)cc1	-1%	23%	-19%	7%	-10%	-9%	-4	3%	11%	7%	9%
CC(Oc1ccc2ccccc2c1)C(=O)NNC(=S)NC(=O)c1ccco1 (centres undefined)	-2%	3%	-4%	?	-8%	?	-16	-3%	?	-11%	-10%
C=CCN1CN(S(=O)(=O)c2cccc(Cl)c2)c2nc3ccccc3nc21	-2%	·	0%	-16%	1%	-25%	8	13%	29%	8%	0%
Cc1ccccc1N1CCN(C(=O)[C@@H]2CCCN2C2=NS(=O)(=O)c3ccccc32)CC1	-1%	·	3%	·	-6%	·	2	·	·	1%	-16%

(continued)
SMILES	NPC1 prom act	PKM2 activator	FLuc modulator	RORg inh	Rab9 promoter act	VP16 counter	KCNH2 3.1 inh	MBNL1 CUG block	Menin MLL FP TR	Mito fusion act	ELG1 repair inh
CCc1nc2ccc(C(=O)NCCc3ccc(OC)cc3)cc2nc1CC	-4%	·	-5%	5%	-2%	-13%	5	23%	·	3%	-8%
O=C(C1CC1)N1CCc2cc(Br)cc(S(=O)(=O)NCC3COc4ccccc4O3)c21 (centres undefined)	2%	?	3%[2.3 µM]	2%	-5%	-3%	24	0%	?	9%	?
COc1ccc(C)cc1NC(=O)C12CCC(C)(C(=O)O1)C2(C)C (centres undefined)	-1%	-4%	6%	-2%	0%	7%	8	-9%	-20%	7%	-3%
COc1ccc(/C=C2\CCn3c2nc2cc(C(=O)O)ccc2c3=O)cc1O	1%	-12%	-7%	55%	-1%	-12%	-6	?	?	0%	?
Cn1c2c(c(=O)n(C)c1=O)C(c1ccccc1Cl)CC(=O)N2 (centres undefined)	-2%	14%	0%	?	0%	?	1	-10%	-4%	2%	1%
CC(C)OCCCn1c(=N)c(S(=O)(=O)c2ccccc2)cc2c(=O)n3ccccc3nc21	13%	·	2%	5%	11%	-8%	-31	?	·	-2%	-24%
COc1ccc(C(CNC(=O)COc2ccccc2-c2ccccc2)N2CCOCC2)cc1 (centres undefined)	-5%	2%	-2%	12%	-6%	0%	-4	0%	?	3%	-14%
Cn1c(=O)cc(SCC(=O)Nc2ccccn2)c2ccccc21	0%	1%	0%	-19%	4%	3%	-7	20%	4%	0%	26%
Cc1nnc(N(C)C(=O)c2ccccn2)s1	-3%	-4%	0%	-12%	-4%	4%	4	-3%	6%	-2%	8%
Nc1c(S(=O)(=O)O)cc(NC(=O)c2ccccc2)c2c1C(=O)c1ccccc1C2=O	0%	·	?	-5%	-1%	-13%	-42	?	?	-25%	-28%
C=CCc1cc(OC)ccc1OCC(O)CN1CCN(c2ccc(OC)cc2)CC1 (centres undefined)	-2%&-2%	-2%&-3%	-1%&-1%	4%&33%	-4%&1%	3%&-4%	-82*!	6%&-7%	0%&-22%	-2%&5%	?

Compound profiles (already shown). Order of screens: NPC1 prom act, PKM2 activator, FLuc modulator, RORg inh, Rab9 promoter act, VP16 counter, KCNH2 3.1 inh, MBNL1 CUG block, Menin MLL FP TR, Mito fusion act, ELG1 repair inh
Shown for Cc1nnc(N(C)C(=O)c2ccccn2)s1 → -3%, -4%, 0%, -12%, -4%, 4%, 4, -3%, 6%, -2%, 8%
Shown for C=CCc1cc(OC)ccc1OCC(O)CN1CCN(c2ccc(OC)cc2)CC1 (centres undefined) → -2%&-2%, -2%&-3%, -1%&-1%, 4%&33%, -4%&1%, 3%&-4%, -82*!, 6%&-7%, 0%&-22%, -2%&5%, ?

Screening results as filed in PubChem BioAssay.

Not all compounds are listed. The share of hits here may be higher or lower than overall.
